cln2 rad14: NCI yeast anticancer drug screen, S. cerevisiae cln2 rad14 strain; 78,000 compounds, 8.3% hits; growth inhibition, % at 50 µM; AID 165, 2004;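 further: 0% = growth of vehicle-only cultures of the same strain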
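The screen exposed genetically defined yeast (cln2 rad14) to test compounds and scored growth inhibition relative to vehicle-treated controls.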
mec2-1: NCI yeast anticancer drug screen, S. cerevisiae mec2-1 strain | 79,000 compounds, 9% hits | growth inhibition, % at 50 µM;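 further: 0% = growth of vehicle-only cultures of the same strain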
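mec2-1 yeast strain, carrying an alteration in DNA damage repair or cell cycle control, was exposed to compounds; growth inhibition was measured relative to vehicle-treated controls.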
yeast sgs1 mgt1: NCI yeast anticancer drug screen, S. cerevisiae sgs1 mgt1 strain | growth inhibition, % at 50 µM | 78,000 compounds, 10% hits;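 further: 0% = growth of vehicle-only cultures of the same strain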
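Mutant yeast exposed to compound; growth scored against vehicle-only wells.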
mlh1 rad18: NCI yeast anticancer drug screen, S. cerevisiae mlh1 rad18 strain | 79,000 compounds, 11% hits | % growth inhibition at 50 µM;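 further: 0% = growth of vehicle-only cultures of the same strain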
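Cells of a genetically altered yeast strain, deficient in DNA damage repair, were treated with compound. Their growth was then compared with that of vehicle-treated cultures to give inhibition.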
yeast rad50: NCI yeast anticancer drug screen, S. cerevisiae rad50 strain. 79,000 compounds, 10% hits. % growth inhibition at 50 µM. AID 155, 2004;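 further: 0% = growth of vehicle-only cultures of the same strain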
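Yeast carrying a defined DNA repair defect were exposed to test compounds, and growth was compared with vehicle-treated controls to give percent inhibition.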
yeast bub3: NCI yeast anticancer drug screen, S. cerevisiae bub3 mutant strain; 78,000 compounds, 9.9% hits; % growth inhibition at 50 µM; AID 167, 2004;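 further: 0% = growth of vehicle-only cultures of the same strain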
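Whole-cell yeast assay. The mutant strain was incubated with compounds, and growth inhibition was determined by comparison with vehicle-treated cells.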
Numbers without * were called inactive; x = not tested or not shown. No stated cut-off is given here; in the data, active means growth inhibition above about 70%; inactive means the rest.

1. Ic1ccc([I+]c2ccc(I)cc2)cc1
2. CCC(C)Nc1ncnc2c1cnn2C (stereo not drawn)
3. Clc1cccc(Cl)c1C(Nc1nc2ccccc2s1)Nc1nc2ccccc2s1
4. CCCCc1c2c(nc3c1CCCC3O)CCCC2 (stereo not drawn)
5. CC(C)(O)CC(C)(c1ccccc1)c1ccccc1
6. CC(=O)NC1=CC(=O)C=CC1=Nc1ccc(N(C)C)cc1
7. CCCCCCCCCCCCCC/C=C/C1CC(=O)OC1=O (stereo not drawn)
8. CCc1nc(N)nc(N)c1-c1ccc2nnn(O)c2c1
assay / compound	1	2	3	4	5	6	7	8
cln2 rad14	93*	-32	14	13	-39	-20	-9	-40
mec2-1	94*	-28	6	-63	1	-24	14	-7
yeast sgs1 mgt1	97*	-17	-16	-14	-1	-5	27	-5
mlh1 rad18	91*	-11	1	-24	-15	-30	26	-3
yeast rad50	94*	-14	7	-40	-10	-16	-4	-12
yeast bub3	94*	-25	-3	-8	-13	18	24	0

9. CC(C)(C)NC(=S)NC1CC2CC1C1Cc3ccccc3C21 (stereo not drawn)
10. Cc1ccc(NNC(=O)C(O)C(O)C(O)C(O)CO)cc1 (stereo not drawn)
11. O=C(/C=C\C(=O)OC1CCCCC1)OC1CCCCC1
12. CN(C)c1cccc(N)c1
13. NC(=O)CCCl
14. O=C(Nc1cccc(Cl)c1)Oc1c(Br)cc([N+](=O)[O-])cc1Br
15. C=CCNC(=S)NCc1ccc(Cl)cc1
16. COC(=O)c1c(C(=O)OC)c(C(c2ccccc2)c2ccccc2)n(-c2ccccc2)c1Cl
assay / compound	9	10	11	12	13	14	15	16
cln2 rad14	-38	42	-53	14	7	30	-47	1
mec2-1	-1	3	-32	-26	0	2	8	-21
yeast sgs1 mgt1	23	8	-9	-6	-11	19	23	1
mlh1 rad18	2	1	-10	-6	0	38	12	1
yeast rad50	21	-2	-3	17	0	15	21	-18
yeast bub3	6	8	-16	17	0	-10	5	-18

17. COc1ccc(N=N/C(=N/NC(=O)c2cc(Cl)ccc2C(=O)c2ccccc2)c2ccc(N(CCC#N)CCC#N)cc2C)cc1
18. CCN(CC)C(=O)CCCCC(=O)OC(C)C
19. CCCC[N+](CCCC)(CCCC)CCCOC(N)=O
20. CCOC(=O)NCc1cccc2ccc(Cl)cc12
21. CC1=NN(c2ccccc2)C(=O)/C1=C\c1ccc(N(CCC#N)CCC#N)cc1
22. COc1cc(NC=O)c2c(c1)SCC(=O)N2
23. COc1cc(Br)c(C2SCC(=O)N2c2nncs2)cc1OC (stereo not drawn)
24. O=C(O)/C=C/c1cccc(F)c1
assay / compound	17	18	19	20	21	22	23	24
cln2 rad14	12	86*	-10	36	x	7	1	-16
mec2-1	13	-1	7	43	-5	-53	11	-12
yeast sgs1 mgt1	-33	-24	14	24	x	-9	8	-5
mlh1 rad18	13	22	21	58	22	-7	27	10
yeast rad50	3	-2	12	8	7	-2	2	-17
yeast bub3	-12	-7	10	54	x	6	-2	-17

25. Cc1ccc(S(=O)(=O)CO)cc1
26. O=C(O)c1ccc(/C=C2\COc3ccccc3C2=O)cc1
27. Cc1ccc(S(=O)(=O)Oc2nc3nc4ccccc4nc3nc2OS(=O)(=O)c2ccc(C)cc2)cc1
28. Cc1ccc(/C=N/NC(=O)c2ccc(C)cc2)cc1
29. CN(C)S(=O)(=O)c1ccccc1C(=O)O
30. O=C1NCC(COc2ccc([N+](=O)[O-])cc2)O1 (stereo not drawn)
31. Cc1cc(Cl)cc(CN(C)Cn2c(=O)cc[nH]c2=O)c1O
32. CS(=O)(=O)Oc1ncc(Cl)cc1Cl
assay / compound	25	26	27	28	29	30	31	32
cln2 rad14	-52	53	-10	-14	-29	-24	-32	14
mec2-1	-3	67	-2	-10	14	2	-8	2
yeast sgs1 mgt1	14	83*	4	-4	4	-4	3	-2
mlh1 rad18	11	85*	-4	-12	6	0	2	-8
yeast rad50	0	63	-4	-15	0	-9	6	-15
yeast bub3	-28	68	4	-16	-11	-6	8	1

Exported field by field: 2 of the compounds above.
1. Ic1ccc([I+]c2ccc(I)cc2)cc1
  cln2 rad14: 93* | mec2-1: 94* | yeast sgs1 mgt1: 97* | mlh1 rad18: 91* | yeast rad50: 94* | yeast bub3: 94*
2. CCC(C)Nc1ncnc2c1cnn2C (stereo not drawn)
  cln2 rad14: -32 | mec2-1: -28 | yeast sgs1 mgt1: -17 | mlh1 rad18: -11 | yeast rad50: -14 | yeast bub3: -25

New compounds follow
33. c1ccc2c(-c3nn[nH]n3)nccc2c1
34. CC=Nc1ccc(-c2ccc(N=CC)cc2)cc1
35. Cc1cccc(C)c1NC(=S)/N=C/C1=C(O)c2ccccc2C1=O
36. S=c1[nH]nc2ccc3ccccc3n12
37. O=[N+]([O-])c1ccc(O)c(N=Cc2ccccc2)c1
38. Cc1cccc(Cl)[n+]1[O-]
39. C=C(CSc1ccc(C(=O)O)c([N+](=O)[O-])c1)c1ccc([N+](=O)[O-])cc1
40. O=C(O)CCC(=O)CCC(=O)O
assay / compound	33	34	35	36	37	38	39	40
cln2 rad14	-17	-2	14	-4	47	-37	17	2
mec2-1	-16	0	-17	35	9	-9	22	-9
yeast sgs1 mgt1	-6	18	-10	46	3	-8	18	4
mlh1 rad18	-11	-2	24	29	-17	-15	23	7
yeast rad50	12	-33	-37	24	1	0	30	14
yeast bub3	-20	0	-8	15	-19	-8	5	-15

41. Nc1ccc(C2NC(=O)Cc3c2ccc2ccccc32)cc1 (stereo not drawn)
42. Nc1ncnc2c1ncn2C1OC(CO)C(O)C1OCc1ccccc1 (stereo not drawn)
43. BrCC1OCC2(CO1)COC(CBr)OC2 (stereo not drawn)
44. CC1(C)NC(C)(C)/C(=N\O)C(=NO)/C1=N/O
45. O=S(=O)(Nc1cccc(F)c1)c1ccc(F)cc1
46. Cc1ccc(C(=O)CC(Sc2ccccc2N)c2c(Cl)cccc2Cl)c(C)c1 (stereo not drawn)
47. CC1(C)CC(=O)C2=C(C1)OC1=C(C(=O)CC(C)(C)C1)C2c1ccccc1Cl
48. Cc1cc(C(C)(C)C)cc(CNC2CCCCC2)c1O
assay / compound	41	42	43	44	45	46	47	48
cln2 rad14	-43	-25	-16	34	0	-4	-53	-18
mec2-1	10	4	11	-33	-10	-26	10	-27
yeast sgs1 mgt1	7	-4	-7	-32	-4	4	19	-25
mlh1 rad18	14	-18	-13	-20	12	-16	4	10
yeast rad50	10	-5	-11	-17	-12	-7	-8	-4
yeast bub3	10	-6	-6	-7	-10	-11	-5	-35

49. CC(=O)Nc1ccccc1OC(=O)c1ccccc1
50. Cc1cc(O)c(C(=O)CC2(O)C(=O)Nc3c(Cl)cc(Cl)cc32)c(=O)o1 (stereo not drawn)
51. c1cc(Nc2ccncc2)ccn1
52. CN(C)C(=O)CCCC(=O)c1cccc([N+](=O)[O-])c1
53. COc1ccc(C2C(N)=NCC2c2ccccn2)cc1 (stereo not drawn)
54. CC(C)(NC(=O)OCc1ccccc1)C(=O)NC(Cc1ccccc1)C(=O)NN (stereo not drawn)
55. O=C(N1CCCC1)C(F)(F)C(F)(F)C(F)(F)F
56. COC(=O)/C=C(\C)Nc1ccc(Cc2ccc(Br)cc2)cc1
assay / compound	49	50	51	52	53	54	55	56
cln2 rad14	12	28	6	11	16	21	-3	93*
mec2-1	-4	18	-13	4	-18	7	6	97*
yeast sgs1 mgt1	3	23	-2	4	-12	7	-2	98*
mlh1 rad18	-2	43	20	-13	-12	-20	6	98*
yeast rad50	4	19	24	10	-22	1	-1	98*
yeast bub3	2	5	0	16	-10	15	-4	94*

57. Cc1[nH]c(=O)nc(CC(O)(c2ccccc2)c2ccccc2)c1-c1ccccc1
58. COC(=O)C(=O)C(C(=O)C(=O)Nc1ccccc1C(N)=O)c1nc2ccc([N+](=O)[O-])cc2[nH]c1=O (stereo not drawn)
59. CN(C)CCCC(O)c1cccc2ccccc12 (stereo not drawn)
60. C(=[CH]/[Sn]([c]1ccccc1)([c]1ccccc1)[c]1ccccc1)/c1ccccc1
61. Cc1ncc(CO)c(/C=N\Nc2ccc([N+](=O)[O-])cc2[N+](=O)[O-])c1O
62. CN(C)Cc1cc(C(C)(C)C)cc(C2CCCC2)c1O
63. N#Cc1c(C#N)c(-c2ccco2)n(-c2ccccc2)c1N
64. CCCCCNS(=O)(=O)c1ccc(C)cc1
assay / compound	57	58	59	60	61	62	63	64
cln2 rad14	14	-4	-5	95*	-18	-51	-22	-9
mec2-1	-38	-3	-13	98*	19	-29	18	-2
yeast sgs1 mgt1	-22	3	11	96*	10	14	-15	8
mlh1 rad18	-26	-7	24	94*	14	-30	-44	-1
yeast rad50	-32	3	25	95*	-21	-17	11	15
yeast bub3	-6	-5	1	99*	11	-7	-2	8

65. Cc1cc(C)c2nc3c(c(C(O)C4CCCCN4)c2c1)CC/C3=C\c1ccc(Cl)cc1 (stereo not drawn)
66. S=c1nc[nH]c2c1ncn2C1OC(COCc2ccccc2)C(OCc2ccccc2)C1OCc1ccccc1 (stereo not drawn)
67. Cc1ccc(C)c(NC(=O)Nc2ccccc2)c1
68. CC(=O)NC1CON(C(C)=O)C1=O (stereo not drawn)
69. Cc1ccc(S(=O)(=O)OCC(C)(C)C)cc1
70. O=C1C(Cl)=C(SCc2ccccc2)C(=O)c2ccccc21
71. CCOC(O)(NC(=O)C(C(F)(F)F)C(F)(F)F)C(F)(F)F (stereo not drawn)
72. COc1ccc(NS(=O)(=O)c2ccc3ncn(NS(=O)(=O)c4ccc(I)cc4)c(=O)c3c2)cc1
assay / compound	65	66	67	68	69	70	71	72
cln2 rad14	-8	15	-25	-54	-30	-11	-9	18
mec2-1	-22	15	4	1	2	73*	-18	-21
yeast sgs1 mgt1	17	17	-7	-10	-3	48	-33	11
mlh1 rad18	-5	6	1	-7	14	43	-27	5
yeast rad50	-29	31	3	3	8	18	6	-6
yeast bub3	-24	2	0	3	87*	62	-12	-24

Compound profiles (already shown). Order of values: cln2 rad14, mec2-1, yeast sgs1 mgt1, mlh1 rad18, yeast rad50, yeast bub3
S=c1nc[nH]c2c1ncn2C1OC(COCc2ccccc2)C(OCc2ccccc2)C1OCc1ccccc1 (stereo not drawn) reads 15, 15, 17, 6, 31, 2
COc1ccc(NS(=O)(=O)c2ccc3ncn(NS(=O)(=O)c4ccc(I)cc4)c(=O)c3c2)cc1 reads 18, -21, 11, 5, -6, -24
CCOC(O)(NC(=O)C(C(F)(F)F)C(F)(F)F)C(F)(F)F (stereo not drawn) reads -9, -18, -33, -27, 6, -12
O=C1C(Cl)=C(SCc2ccccc2)C(=O)c2ccccc21 reads -11, 73*, 48, 43, 18, 62
CC(=O)NC1CON(C(C)=O)C1=O (stereo not drawn) reads -54, 1, -10, -7, 3, 3

Other results.
73. Cc1ccc(NC(=O)CC/C(CC(=O)c2ccc(Cl)cc2)=N\NC(=O)C(=O)NN)cc1C
74. COc1ccc(C(=O)C(O)c2ccc(OC)cc2)cc1 (stereo not drawn)
75. CCCCCCCCC(N)CCCCCCCC
76. CCOC(=O)c1sc2c(c1OC(=O)c1cccs1)c(=O)n(-c1ccccc1)c(=S)n2-c1ccccc1
77. CC(=O)NC1C(O)OC(COC(c2ccccc2)(c2ccccc2)c2ccccc2)C(O)C1O (stereo not drawn)
78. CCOC(=O)Nc1ccc(C(=O)/C=C\c2ccc(N(CC)CC)cc2)cc1
79. Cc1ccc(Br)c(C(=O)O)c1
80. CCCCCCCCCCN(CCCCCCCCCC)CC(O)c1cc(-c2ccc(Cl)cc2)nc2ccccc12 (stereo not drawn)
assay / compound	73	74	75	76	77	78	79	80
cln2 rad14	-24	-16	99*	25	23	-55	-6	31
mec2-1	-14	-9	99*	7	-8	3	12	17
yeast sgs1 mgt1	-7	-2	46	19	-2	-8	8	39
mlh1 rad18	-19	26	99*	23	-6	38	7	50
yeast rad50	-18	8	99*	28	4	-3	11	26
yeast bub3	1	-4	99*	23	-9	5	9	35

81. NC(=O)C1CCCN1C(=O)/C=C\c1ccccc1 (stereo not drawn)
82. COc1ccccc1Nc1cc(=O)[nH]c(=O)[nH]1
83. CCCCOC(=O)NC(=O)c1cc2cccc(OC)c2oc1=O
84. O=C(Oc1ccccc1C(=O)O)c1ccc(Cl)c(Cl)c1
85. O=C(/C=C(/CC(O)(c1ccccc1)c1ccccc1)Nc1ccccc1Cl)c1ccccc1
assay / compound	81	82	83	84	85
cln2 rad14	-10	-37	14	-53	18
mec2-1	-10	-2	22	17	7
yeast sgs1 mgt1	9	-4	14	15	22
mlh1 rad18	-5	-10	10	16	11
yeast rad50	3	-1	17	-19	22
yeast bub3	-20	-25	15	2	5

Screening data: PubChem, NCI
